AGP1 TOR yeast: yeast TOR pathway AGP1-GFP modulation; S. cerevisiae AGP1-GFP multiplex flow cytometry, 3 h; GFP as percent of DMSO wells; 320,000 tested, 0.02% active; GFP response vs DMSO, % at 10 µM; AID 2066;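 active = GFP response relative to DMSO above a set limit, near screen average plus 3 SD, cut at about 150% in these data; inconclusive = fewer than 70 cells counted for the yeast strain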;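 also: median GFP channel fluorescence of the gated AGP1 strain per well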
JMJD2C inh: inhibitors of human GASC-1 (JMJD2C) demethylase; GST-JMJD2C(1-420) H3K9me3 demethylation, DELFIA europium; inhibition, % at 2.35 µM; 330,000 tested, 0.069% active; AID 2099;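 active = more than half of a compound's replicate wells show inhibition beyond 50%, single wells judged on their own value; inconclusive = some, but no more than half, of replicates pass 50% inhibition; inactive = no replicate passes 50% inhibition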;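 also: signal counts dimethyl H3K9 product captured on neutravidin plate; 0% = median of DMSO wells and 100% = 0.3 times that DMSO median; strong numbers were not always called active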
RPL19A TOR yeast: yeast TOR pathway RPL19A-GFP modulation; S. cerevisiae RPL19A-GFP strain, flow cytometry, 3 h; hits give low values; percent response vs DMSO, % at 10 µM; 330,000 tested, 0.3% active;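 active = percent response vs DMSO below 50%; inconclusive = fewer than 70 events counted for the yeast strain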;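 also: median channel GFP fluorescence of the barcoded RPL19A-GFP strain; ratio of sample median GFP to plate DMSO average so 100% = DMSO; lower means less RPL19A-GFP as with rapamycin TOR inhibition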
CIT2-GFP yeast: alters CIT2-GFP fluorescence in TOR pathway yeast screen | 320,000 tested, 0.065% active | AID 2029 | GFP response vs DMSO, % at 10 µM | S. cerevisiae CIT2-GFP strain, flow cytometry, 3 h; 100 means same as DMSO wells;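 active = GFP response relative to DMSO above a set limit, near the screen mean plus 3 SD, cut at about 150% in these data; inconclusive = Fewer than 70 cells measured for a yeast strain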;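 also: ratio of well median GFP fluorescence to mean of DMSO wells on the plate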
LAP4 TOR yeast: alters LAP4-GFP fluorescence in TOR pathway yeast screen; 320,000 tested, 0.34% active; S. cerevisiae LAP4-GFP multiplex, flow cytometry GFP, 3 h; median GFP as percent of DMSO wells; AID 2023; GFP response vs DMSO, % at 10 µM;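 active = GFP response vs DMSO above a set limit, about the screen mean plus 3 SD, cut at about 150% in these data; inconclusive = under 70 cell events counted for the yeast strain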
VLA-4 inh: inhibition in a human VLA-4 binding assay | P13612 | VLA-4 expressing cells, ligand binding flow cytometry | inhibition, % (about 7 µM as worked out from the volumes in the protocol) | 330,000 tested, 0.2% active; in the data active = inhibition above about 50%
GRK2 aptamer HTS: blocks RNA aptamer binding to human GRK2; P25098; bead flow cytometry, FAM-aptamer displacement from GRK2; inhibition of aptamer binding, % at 10 µM; 330,000 tested, 0.59% active; AID 488847;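 active = inhibition of aptamer binding above 40%, roughly 3 SD of noise, on plates passing a quality check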;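 also: median bead fluorescence of bound FAM aptamer so fluorescent compounds give negative values; no value below 0 was filed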
Target sequence (P25098 whole entry, looked up): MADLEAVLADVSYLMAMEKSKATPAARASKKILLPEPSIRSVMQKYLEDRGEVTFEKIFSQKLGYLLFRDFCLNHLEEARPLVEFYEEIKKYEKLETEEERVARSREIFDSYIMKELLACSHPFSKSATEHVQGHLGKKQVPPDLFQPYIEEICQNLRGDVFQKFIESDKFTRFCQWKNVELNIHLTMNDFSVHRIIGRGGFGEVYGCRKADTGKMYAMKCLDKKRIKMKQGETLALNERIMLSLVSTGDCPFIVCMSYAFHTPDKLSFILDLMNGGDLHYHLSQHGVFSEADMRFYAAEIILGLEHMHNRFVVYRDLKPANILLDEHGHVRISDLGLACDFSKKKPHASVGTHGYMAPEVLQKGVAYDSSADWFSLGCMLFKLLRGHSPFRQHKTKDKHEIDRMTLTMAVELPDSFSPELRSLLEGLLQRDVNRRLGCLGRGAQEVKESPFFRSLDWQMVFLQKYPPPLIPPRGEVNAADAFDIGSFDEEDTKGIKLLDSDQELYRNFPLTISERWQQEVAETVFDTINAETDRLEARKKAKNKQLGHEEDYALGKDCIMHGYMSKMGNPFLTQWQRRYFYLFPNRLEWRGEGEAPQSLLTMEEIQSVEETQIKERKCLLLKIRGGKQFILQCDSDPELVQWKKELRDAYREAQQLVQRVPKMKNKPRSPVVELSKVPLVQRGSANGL
MEP2-GFP yeast: modulators of TOR pathway MEP2-GFP in S. cerevisiae; S. cerevisiae MEP2-GFP strain, flow cytometry GFP, 3 h; 100% = DMSO control level; GFP response vs DMSO, % at 10 µM; 330,000 tested, 0.51% active;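 active = GFP response versus DMSO above a set limit, roughly screen mean plus 3 SD, cut at about 180% in these data; inconclusive = fewer than 70 cells counted for a yeast strain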;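 also: median GFP fluorescence of the barcode-gated MEP2-GFP cells per well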
* marks the source's active call; other numbers are inactive results; u = inconclusive; x = not tested or not shown; & = joins results of further samples.

The line under a structure holds: AGP1 TOR yeast	JMJD2C inh	RPL19A TOR yeast	CIT2-GFP yeast	LAP4 TOR yeast	VLA-4 inh	GRK2 aptamer HTS	MEP2-GFP yeast
> Cc1cc(C)n(-c2ccc(C(=O)Oc3ccc4c(c3)OCO4)cc2)n1
  105	-1	104	112	103	2	4	106
> O=C(c1ccc(N2CCCC2=O)cc1)N1CCN(c2ccccc2Cl)CC1
  105	2	99	103	98	5	0	100
> O=C(O)c1ccccc1C(=O)N(Cc1ccccc1)Cc1ccccc1
  94	10	100	91	92	5	0	101
> C/C(CCN1CCc2nc(-c3ccccc3)c(-c3ccccc3)cc2C1)=N\O[C@H](C)c1cn([C@H](CO)Cc2ccccc2)nn1
  88	-11	104	114	122	24	0	89
> CC(NS(=O)(=O)c1ccc(F)cc1)C(c1cccs1)N1CCN(C)CC1 (stereo unspecified)
  101	-1	97	95	108	3	0	110
> CCCCn1c(N)c(N(CC(C)C)C(=O)Cn2c(=O)oc3ccccc32)c(=O)[nH]c1=O
  91	-2	90	94	94	0	1	96
> CCOc1ccc(OCCC(=O)OCC(=O)NNC(=O)c2ccccc2)cc1
  105	-2	100	93	108	-1	13	99
> Cc1ccc(S(=O)(=O)/N=C(/c2ccc(F)cc2)N(C)C)cc1
  93	-20	104	97	87	19	0	103
> c1ccc(Oc2cccc(CN3CCCCC3)c2)cc1
  98	2	96	100	98	36	0	96
> O=C(CSc1nc2cc3c(cc2c(=O)n1CCC1=CCCCC1)OCO3)NCc1ccco1
  100	1	100	100	100	2	2	103
> COc1ccccc1CN1C(=O)c2ccccc2C1C(=O)NC1CCC(C)CC1 (stereo unspecified)
  98	2	93	91	100	-13	1	99
> Cc1nc(C(=O)N(C)C)nn1-c1ccc([N+](=O)[O-])cc1
  88	-2	87	95	89	3	0	92
> CN(/C(=N\S(=O)(=O)c1ccccc1)c1ccccc1)c1ccc(O)cc1
  106	1	105	106	96	-3	4	99
> O=S1(=O)CCOC[C@H](c2ccccc2)N1Cc1ccccc1
  84	-5	93	62	134	6	0	99
> COc1cccc(-c2nnc(NC(=O)c3ccc(S(=O)(=O)N4CCOCC4)cc3)o2)c1
  105	-7	101	91	99	3	1	105

A few values from above:
`CC(NS(=O)(=O)c1ccc(F)cc1)C(c1cccs1)N1CCN(C)CC1` (stereo unspecified) – LAP4 TOR yeast: 108
`C/C(CCN1CCc2nc(-c3ccccc3)c(-c3ccccc3)cc2C1)=N\O[C@H](C)c1cn([C@H](CO)Cc2ccccc2)nn1` – CIT2-GFP yeast: 114
`Cc1ccc(S(=O)(=O)/N=C(/c2ccc(F)cc2)N(C)C)cc1` – CIT2-GFP yeast: 97

Remaining list, next part.
The line under a structure holds: AGP1 TOR yeast	JMJD2C inh	RPL19A TOR yeast	CIT2-GFP yeast	LAP4 TOR yeast	VLA-4 inh	GRK2 aptamer HTS	MEP2-GFP yeast
> CCN(CC)c1nc2c(c(=O)n(C)c(=O)n2C)n1CC(=O)c1ccccc1
  106	-19	101	105	108	-5	0	101
> O=C1C2CCCN2C(=S)N1Cc1ccccc1 (stereo unspecified)
  86	1	96	90	86	8	1	96
> CCn1c(CC(=O)Nc2ccc(C)cc2)nnc1SCC(=O)N1CCN(c2ccccc2)CC1
  110	11&3	101	108	99	30	0	99
> CCc1ccc(N(C(C)=O)C2C=CS(=O)(=O)C2)cc1 (stereo unspecified)
  105	-4	100	102	90	-12	0	95
> C=CCC1=C/C(=C\c2c(N)n3nc(CC(=O)N4CCCC4)sc3nc2=O)C=C(OC)C1=O
  93	-1	99	93	115	-13	0	109
> O=C1CC(C(F)(F)C(F)(F)C(F)(F)F)=Nc2ccccc2N1
  93	-3	91	93	91	6	0	91
> COCCSc1nnc(-c2cccc(C#N)c2)n1C
  98	-5	102	93	101	8	0	107
> COc1cc2ncnc(NCc3cccc(F)c3F)c2cc1OC
  102	-2	106	109	96	-4	0	112
> COc1ccc(NC(=O)C(c2ccccc2)N(C)C(=O)c2cnccn2)cc1 (stereo unspecified)
  97	5	97	96	x	6	0	94
> Cc1cc(Cl)cc(C)c1OCCOCCNCc1ccccc1
  106	12	102	106	91	-1	0	107
> O=C(NCCC1=CCCCC1)NC12CC3CC(CC(C3)C1)C2
  x	3	103	96	100	12	1	104
> COc1ccccc1C(=O)Nc1nc2cc3c(cc2s1)OCO3
  76	0	93	80	104	-2	0	96
> CC1(C)CC(=O)c2c(noc2-c2ccccc2)C1
  97	2	102	96	100	12	0	107
> CCN(C(=O)CSc1cccc[n+]1[O-])c1ccccc1
  97	0	95	102	93	6	3	94
> O=C(CN1C(=O)c2ccccc2C1=O)NCCc1c[nH]c2ccc(Cl)cc12
  104	-6	104	98	104	9	3	105
> O=S(=O)(NCC(c1ccc2c(c1)OCO2)N1CCOCC1)c1ccc(Br)cc1 (stereo unspecified)
  107	3	102	105	103	3	3	109
> Cc1oc(C(C)(C)C)cc1C(=O)Nc1cccc(/C=C/C(=O)O)c1
  93	-4	99	92	98	-29	1	97
> CCOc1ccc(NC(=O)CN(C)C(=O)c2ccc3c(c2)C(=O)N(CCC(C)C)C3=O)cc1OCC
  87	13	97	91	81	3	0	88
> Cc1ccc(CSCC(=O)N/N=C/c2ccc(OCC(=O)Nc3ccc(C)cc3)cc2)cc1
  101	-5	102	103	102	10	0	103
> Cc1cc(NS(=O)(=O)c2ccc(NC(=O)Nc3cccc(Cl)c3)cc2)no1
  112	4	105	108	103	8	2	103
> O=S(=O)(c1cccc2nonc12)N1CCCCCC1
  99	-8	97	96	112	6	1	98
> CCC(Oc1ccccc1)C(=O)Nc1nnc(S(=O)(=O)N2CCCC2)s1 (stereo unspecified)
  103	-6	101	104	104	17	3	102
> O=C(CCNC(=O)Cn1ccc2ccccc2c1=O)NCc1ccc(F)cc1Cl
  112	16	96	105	106	-2	0	98
> Cc1cc(NC(=O)CN2C(=O)NC(C)(CC(C)C)C2=O)no1 (stereo unspecified)
  105	7	102	95	109	49	0	103
> CC(Oc1ccc2oc(-c3ccccc3)c(C(=O)O)c2c1)C(=O)O (stereo unspecified)
  113	-7	106	117	100	19	0	110
> Cc1cc(C)cc(NC(=O)CSc2nc3ccccc3nc2N2CCCCC2)c1
  106	8	101	137	96	-10	5	100
> COc1ccccc1C(=O)NCCSCc1ccccc1Cl
  87	4	97	86	93	12	0	101
> CCCCC(c1nnnn1CC1CCCO1)N1CCN(Cc2ccccc2)CC1 (stereo unspecified)
  96	-15	93	84	97	-5	1	87
> CC(C)(C)NC(=O)C(c1cccs1)N(CC1CCCO1)C(=O)Cn1nnc(-c2cccs2)n1 (stereo unspecified)
  109	7	103	103	102	13	0	111
> C/C(=N/NC(=O)c1ccc(C(C)(C)C)cc1)c1ccccn1
  96	-8	99	95	194*	20	0	104
> CC(C)OCC(O)CN1CCNCC1 (stereo unspecified)
  107	9	100	107	103	2	0	101
> CC(O)CNC(=S)Nc1ccccc1 (stereo unspecified)
  103	8	102	104	104	2	0	108
> CCOc1ccc(C(C(=O)NC2CCCC2)N(C(=O)c2snc(C(N)=O)c2N)c2cccc(O)c2)cc1 (stereo unspecified)
  105	6	113	109	93	-6	6	105
> CC(=O)CCn1c(=O)n(CCC(C)=O)c(=O)n(CCC(C)=O)c1=O
  95	x	95	91	101	14	2	103
> O=C(CNC(=O)c1cccs1)NC1=NCCS1
  110	0	102	106	96	7	0	107
> CC(C)CN(C(=O)c1cccc(Cl)c1)c1c(N)n(CC(C)C)c(=O)[nH]c1=O
  92	-3	95	87	83	-1	0	101
> COC(=O)C1=C(C(=O)OC)[C@@H]2N(C)c3ccccc3[C@@]23C[C@@H](CO)N(C(=O)C2CCC2)C3=N1
  99	6	100	94	95	-15	0	101
> CCCC1CCC(=C(C#N)C(N)=O)CC1 (stereo unspecified)
  99	-21	101	96	100	4	0	100
> Cc1ccc(C(=O)Nc2cc3[nH]c(=O)oc3cc2C)cc1
  100	2	105	94	105	0	1	108
> CC(Cc1cccs1)NC(=O)Nc1ccc(Cl)cc1 (stereo unspecified)
  103	-1	95	90	95	11	0	90
> O=C(CSc1nnc(CNC(=O)c2c(F)cccc2Cl)o1)Nc1ccccc1
  93	-6	95	85	92	14	3	96
> CC(C)Cc1ccc(-c2cc(=O)[nH][nH]2)cc1
  101	4	98	88	128	1	3	104
> O=C(O)CSc1nc(-c2cccs2)cc(C(F)(F)F)n1
  102	-7	94	96	99	-4	0	94
> C=CCN(C(=O)c1cccc(N2C(=O)C3CC=CC(C)C3C2=O)c1)c1ccccc1 (stereo unspecified)
  106	-6	97	99	110	9	0	95
> CN(CC(=O)Nc1ccc(Cl)c(C(F)(F)F)c1)C(=O)c1ccc(N2CCOCC2)c([N+](=O)[O-])c1
  108	u	88	84	108	16	0	88
> COCCNc1ccc(-c2nn(C)c(=O)c3ccccc23)cc1[N+](=O)[O-]
  104	-3	99	98	95	7	0	95
> Cc1ccc(NC(=O)COC(=O)CNC(=O)c2ccco2)cc1
  104	5	98	100	107	-2	2	109
> CCOC(=O)c1c(C)oc2c1cc(O)c1ccccc12
  x	0	96	103	109	1	0	100
> CC(=O)c1c(C)[nH]c(C(=O)COC(=O)COc2ccccc2F)c1C
  92	0	92	91	91	-11	0	92
> CCCS(=O)(=O)N1CCCC(C(=O)NCCc2ccc(OC)c(OC)c2)C1 (stereo unspecified)
  90	0	89	94	86	-4	2	89

Gathered by group, those above containing a Cl atom.
The line under a structure holds: AGP1 TOR yeast	JMJD2C inh	RPL19A TOR yeast	CIT2-GFP yeast	LAP4 TOR yeast	VLA-4 inh	GRK2 aptamer HTS	MEP2-GFP yeast
> O=C(c1ccc(N2CCCC2=O)cc1)N1CCN(c2ccccc2Cl)CC1
  105	2	99	103	98	5	0	100
> Cc1cc(Cl)cc(C)c1OCCOCCNCc1ccccc1
  106	12	102	106	91	-1	0	107
> O=C(CN1C(=O)c2ccccc2C1=O)NCCc1c[nH]c2ccc(Cl)cc12
  104	-6	104	98	104	9	3	105
> Cc1cc(NS(=O)(=O)c2ccc(NC(=O)Nc3cccc(Cl)c3)cc2)no1
  112	4	105	108	103	8	2	103
> O=C(CCNC(=O)Cn1ccc2ccccc2c1=O)NCc1ccc(F)cc1Cl
  112	16	96	105	106	-2	0	98
> COc1ccccc1C(=O)NCCSCc1ccccc1Cl
  87	4	97	86	93	12	0	101
> CC(C)CN(C(=O)c1cccc(Cl)c1)c1c(N)n(CC(C)C)c(=O)[nH]c1=O
  92	-3	95	87	83	-1	0	101
> CC(Cc1cccs1)NC(=O)Nc1ccc(Cl)cc1 (stereo unspecified)
  103	-1	95	90	95	11	0	90
> O=C(CSc1nnc(CNC(=O)c2c(F)cccc2Cl)o1)Nc1ccccc1
  93	-6	95	85	92	14	3	96
> CN(CC(=O)Nc1ccc(Cl)c(C(F)(F)F)c1)C(=O)c1ccc(N2CCOCC2)c([N+](=O)[O-])c1
  108	u	88	84	108	16	0	88

Screens from PubChem BioAssay.
